Tau fibril ThT – blocks human tau fibril formation measured by thioflavin T; P10636; recombinant tau K18 P301L, heparin-induced fibrillization, ThT fluorescence; Potency, µM (titrated, usually from 57.4 µM), without a hit: at the top dose activity, negative = inhibition, most hits filed as inhibitors; 2.1% of 270,000 active; also: % is scaled to controls: 0 for no effect and ±100 for the full control effect; nearly all actives have a fitted effect of over 55% in size
Target sequence (P10636 561-689 P618L limits assumed): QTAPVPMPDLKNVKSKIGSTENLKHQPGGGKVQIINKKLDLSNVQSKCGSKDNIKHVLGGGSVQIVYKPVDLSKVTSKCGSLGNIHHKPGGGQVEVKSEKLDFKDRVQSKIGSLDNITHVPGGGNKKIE
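ThT emission at 510 nm, taken 1 hr after adding 30 uM dye, quantifies aggregates formed when 20 uM heparin acts on human tau K18 P301L for 6 hr at 37 C.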
Lamin A splicing – modulators of lamin A splicing; 0.01% of 200,000 active; AID 1487; Potency, µM (doses to about 46.1 µM), for inactives: at the top dose ratio change, negative = inhibition, actives largely listed as inhibitors; HeLa LMNA splicing GFP/RFP minigene ratio, 48 h; active = well fitted inhibition curve with a large enough effect in the signal ratio, with a control signal flat, not every such curve was filed as active; inconclusive = small, poorly fitted or top-dose-only effect, or effect the other way, or a change in a side signal; the % refers to the signal ratio; also: % is scaled to controls: 0 for no effect and ±100 for the full control effect
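S3 HeLa stable clones carrying a lamin A-EGFP splicing minigene plus DsRed2 were seeded at 600 cells/well in Opti-MEM with 2% FBS, pin-dosed and incubated 48 h at 37°C. Acumen cytometry (488 nm) gave the GFP/RFP total-intensity ratio.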
JMJD2E inh – blocks human JMJD2E demethylase activity; Potency, µM (highest dose often 57.1 µM), inactives show at the top dose activity change, negative = inhibition, hits mostly inhibitors; B2RXH2; 1.6% of 230,000 active; JMJD2E catalytic domain, FDH-coupled NADH fluorescence (FDH is formaldehyde dehydrogenase); active = well fitted inhibition curve with a large enough effect, not every such curve was filed as active; inconclusive = small, poorly fitted or top-dose-only effect, or another doubt; inactive = no such curve, though single readings can be large or run the other way;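 also: 0% = wells with enzyme and -100% = buffer wells without enzyme; nearly all actives have a fitted effect of over 50% in size; many of its hits are not listed in these tables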
SMN2 splice up – enhancers of SMN2 splice variant expression; HEK293 SMN2-luciferase splicing reporter, luminescence, 30-36 h; Potency, µM (titrated, usually from 46.1 µM), without a hit: top-dose activity change, positive = activation, actives largely listed as activators; 2.8% of 210,000 active; AID 1458; also: % of control where 0% means no effect; nearly all actives have a fitted effect of over 55% in size
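qHTS luciferase splicing reporter: luminescence rises when SMN2 exon 7 is included in transfected HEK293 cells. Compound exposure lasted 30-36 h at 37C, with 4.5 mM final sodium butyrate as control, followed by a ONE-Glo read.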
RECQ1 helicase – RECQ1 (human) helicase inhibition; P46063; RECQ1 DNA unwinding, red fluorescence kinetic read; Potency, µM (highest dose often 57.3 µM), without a hit: at the highest dose activity, negative = inhibition, usual class: inhibitors; 0.54% of 240,000 active; AID 2549;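 also: plate controls were vehicle for no effect and no enzyme for full effect; nearly all actives have a fitted effect of over 30% in size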
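RECQ1T1 50 nM; forked duplex (20 bp + 30-nt ss tails) 200 nM, ATP 2 mM final; pH 8.0, 2 mM MgCl2, 2.5 ug/ml poly(dI-dC); 15 min compound preincubation; discontinuous kinetic read over 2 h at RT.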
ALDH1A1 block – inhibitors of human aldehyde dehydrogenase 1A1; AID 1030; Purified ALDH1A1, NADH fluorescence, propionaldehyde substrate; Potency, µM (series often up to 75.3 µM), inactives show top-dose activity, negative = inhibition, usual class: inhibitors; P00352; 7.3% of 220,000 active; active = well fitted inhibition curve with a large enough effect, not every such curve was filed as active; inconclusive = small, poorly fitted or top-dose-only effect, or another doubt; inactive = no such curve, though single readings can be large or run the other way;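 also: plate controls were no enzyme wells and a reference inhibitor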
L3MBTL1 block – inhibitors of human L3MBTL1; AlphaScreen L3MBTL1–H3K9me1 peptide binding; Potency, µM (highest dose often 57.1 µM), inactives show at the highest dose activity, negative = inhibition, most hits filed as inhibitors; 0.66% of 230,000 active; AID 485360; also: % is scaled to controls: 0 for no effect and ±100 for the full control effect; nearly all actives have a fitted effect of over 60% in size
Target sequence (Q9Y468 whole entry, looked up): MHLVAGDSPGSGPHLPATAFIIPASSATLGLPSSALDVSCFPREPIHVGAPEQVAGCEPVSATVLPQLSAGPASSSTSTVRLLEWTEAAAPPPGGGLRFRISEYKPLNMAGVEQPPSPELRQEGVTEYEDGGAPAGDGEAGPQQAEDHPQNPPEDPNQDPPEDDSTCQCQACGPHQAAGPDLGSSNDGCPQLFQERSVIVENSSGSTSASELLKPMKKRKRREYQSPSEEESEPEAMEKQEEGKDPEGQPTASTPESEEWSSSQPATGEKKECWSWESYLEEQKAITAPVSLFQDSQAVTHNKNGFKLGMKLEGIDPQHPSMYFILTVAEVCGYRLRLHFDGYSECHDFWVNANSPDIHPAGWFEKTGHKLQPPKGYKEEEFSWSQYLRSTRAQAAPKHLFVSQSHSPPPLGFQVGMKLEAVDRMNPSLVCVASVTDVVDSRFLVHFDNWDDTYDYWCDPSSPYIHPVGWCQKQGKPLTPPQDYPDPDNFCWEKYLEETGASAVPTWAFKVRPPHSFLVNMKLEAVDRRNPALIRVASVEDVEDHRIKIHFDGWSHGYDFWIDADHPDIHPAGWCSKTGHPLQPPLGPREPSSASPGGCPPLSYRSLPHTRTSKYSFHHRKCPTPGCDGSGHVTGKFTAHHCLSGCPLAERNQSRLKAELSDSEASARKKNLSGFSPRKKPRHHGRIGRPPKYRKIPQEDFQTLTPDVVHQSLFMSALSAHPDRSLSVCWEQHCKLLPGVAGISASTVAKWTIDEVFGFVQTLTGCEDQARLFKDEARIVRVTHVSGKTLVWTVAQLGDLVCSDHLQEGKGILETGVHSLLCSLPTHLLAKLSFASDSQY
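AlphaScreen proximity signal between nickel-chelate acceptor and streptavidin donor beads (final 10 ug/mL) reports binding of 50 nM L3MBTL1 to 75 nM biotin-H3 K9me1 peptide; complex incubated with compounds 30 min at room temperature; cefsulodin titration as control.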
Luc counter – Kinase-Glo luciferase inhibition (counter-screen); Potency, µM (top dose mostly 38.3 µM), for the others: at the top dose activity change, negative = inhibition, actives largely listed as inhibitors; Kinase-Glo luciferase, ATP luminescence, 8 min; Q27757; 0.28% of 200,000 active; AID 1379; also: % is scaled to controls: 0 for no effect and ±100 for the full control effect; nearly all actives have a fitted effect of over 60% in size
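Kinase-Glo luciferase light output from ATP and luciferin was measured with 10 uM ATP, within the enzyme's linear range. Buffer: 50 mM imidazole pH 7.2, 50 mM KCl, 7 mM MgCl2, 0.01% Tween 20, 0.05% BSA; luminescence read after 8 min at ambient temperature.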
* hit, by the source's call; i = inactive; ? = inconclusive; nt = not tested or not shown; & = joins results of further samples; [ ] = dose if it differs, or a comment. Unless noted, calls follow the shape of the dose curve; as a rule, active = well fitted curve in the direction sought with a large enough effect; inconclusive = small, poorly fitted or top-dose-only effect, or another doubt; inactive = no such curve, though single readings can be large; an effect the other way counts as inactive or inconclusive. Potency is read from the fitted curve at half-maximal effect. Some of the compounds tested; rates above refer to the full screens.

SMILES	Tau fibril ThT	Lamin A splicing	JMJD2E inh	SMN2 splice up	RECQ1 helicase	ALDH1A1 block	L3MBTL1 block	Luc counter
Cn1c(N2CCCC2)nc2c1c(=O)n(Cc1ccc(F)cc1)c(=O)n2C	-3%	-1%	1%	-7%	-4%	0%	5%	-3%
CC1(C)Cc2nc(N)c(C(=O)NCCO)cc2CO1	3%	10%	?	0%	7%	?	nt	-2%
Cc1ccc(C(=O)NC(=S)N2CCN(c3ccc([N+](=O)[O-])cc3)CC2)cc1	-15%	-8%	-4%	-18%	3%	?	-2%	0%
CC(C)SCc1cc(N2CCCC2)nc(-c2ccccc2)n1	-9%	?	-16%	-18%	-1%	?	30%[activator]	0%
Cc1ccc(OCC(=O)Nc2ccc(F)cc2)cc1C	-6%	-11%	3%	6%	i	10%	-1%	-1%
COc1ccc(Cn2c(C)ccc2C)cc1	?	11%	?	6%	-10%	?	nt	4%
CCCCOC(=O)Nc1ccc(N2CCCCC2)cc1	?	7%	1%	11µM*	-8%	-1%	-25%	-1%
COC(=O)c1cc2c(cc1Cl)N1CCCCCC1=NS2(=O)=O	-7%	nt	6%	nt	7%	nt	7%	nt
C=C(C)[C@@H]1CC=C(CN2CCC(CCOC)(C(=O)OCC)CC2)CC1	-1%	3%[46 µM]	-8%	nt	25%	-1%	1%	-2%
O=C(O)CSc1nnc(-c2ccc3c(c2)OCO3)o1	-10%	3%	-3%	-1%	i	-4%	nt	-9%
COc1ccc(C(=S)N2CCN(C)CC2)cc1Br	?	7%	5%	0%	-5%	15%	0%	-6%
O=C1c2ccccc2C(=O)N1CC(=O)N1c2ccccc2Sc2ccc(C(F)(F)F)cc21	7%	1%	0%	9%	-4%	1%	-10%	-1%
CCCCCCc1nnc(N)s1	-6%	-3%	-4%	-4%	-9%	?	nt	0%
Cc1ccccc1C(=O)Nc1cccc(NC(=O)c2ccc(-c3ccc(Br)cc3)o2)c1	?	8%	?	24%	3%	?	nt	-3%
COc1cccc(/C=C2\N=C3CCCCCN3C2=O)c1	-12%	13%	-14%	0%	-9%	?	nt	-6%
CCCn1c(SCC(=O)NC(=O)NCc2ccco2)n[nH]c1=O	-8%	1%	-2%	?	?	-14%	nt	1%
O=C(NCc1cccs1)c1ccc(S(=O)(=O)N2CCCCC2)cc1	-2%	-14%[46 µM]	-4%	7%	-13%	-14%	11%	5%
COc1ccccc1NC(=O)C1CCCCC1	-12%	1%	-3%	?	5%	-8%	nt	4%
C=CCC1(NC(C)c2ccccc2)CCCCC1 (stereo not given)	6%	-5%	6%	18%	-3%	9%	10%	-4%
CCOC(=O)C1(Cc2cccc(F)c2)CCN(Cc2ccc(COC)o2)CC1	-7%	nt	2%	nt	-2%	nt	-6%	nt
COc1ccccc1NC(=O)c1ccc(-n2cccn2)nc1	-16%	5%	?	-22%	-5%	-7%	-2%	-1%
O=C(CSc1nc(-c2ccc(F)cc2)nc2ccc(F)cc12)Nc1cccc(C(=O)O)c1	7%	nt	?	-11%	9%	8%	-7%	0%
Cn1nnnc1SCC(=O)NCc1cccc(C(=O)O)c1	-5%	4%	0%	nt	-8%	-13%	nt	-1%
Cc1cccc(NC(=S)NN2CCN(C)CC2)c1C	-1%	24%	15%	1%	i	20%	nt	2%
c1ccc2c(c1)oc1c(NCc3ccc4c(c3)OCO4)ncnc12	-14%	?	-9%	-1%	i	-8%	4%	14%
Cc1cc(C)c2sc(N(CCCN(C)C)C(=O)CN3C(=O)c4ccccc4C3=O)nc2c1	-6%	5%[46 µM]	8%	-5%	4%	-6%	4%	0%
CC(=O)Nc1cc(-c2ccc(F)cc2)[nH]n1	-8%	-2%[9.22 µM]	-5%	28%	-1%	2%	-31%	-6%
C/C(=N/NS(=O)(=O)c1ccc(Br)cc1)c1ccc(NC(=O)c2ccc(C)o2)cc1	-13%	-3%	-11%	14%	-16%	-7%	-3%	-2%
CCn1c(SCC(=O)N2CCCc3ccccc32)nc2c(c1=O)SC(C)C2 (stereo not given)	-8%	nt	6%	nt	-5%	?	-16%	nt
FC(F)(F)COc1nc(N2CCCCC2)nc(N2CCNCC2)n1	9%	9%	?	-8%	4%	7%	-2%[11.4 µM]	1%
COc1ccccc1NC(=O)C(=O)N1CCCC1	3%	-2%[46 µM]	6%	8%	-2%	?	?	-12%
CC(=O)Nc1nc2n(n1)C(c1ccc(F)cc1)C=C(c1ccccc1)N2 (stereo not given)	-6%	-2%	?	-5%	8%	?	-28%	-4%
CCCCCCCC(=O)OCC(O)CO (stereo not given)	-7%	-2%	-12%	-22%	-7%&13%	3%	25%	-2%
Clc1ccc(Nc2nc3cccnc3s2)cc1	1%	9%[9.22 µM]	4%	13µM*	i	5%	8%	0%
Cc1cc(C)n(-c2ccc(-n3ccnc3)nn2)n1	-9%	7%	-3%	-4%	-5%	-7%	-2%	-6%
CCc1ccc(OCC(=O)OC2CCS(=O)(=O)C2)cc1 (stereo not given)	-6%	?	0%	-2%	-4%	-2%	-12%	-1%

Continued (2 carried over from the part before).
SMILES	Tau fibril ThT	Lamin A splicing	JMJD2E inh	SMN2 splice up	RECQ1 helicase	ALDH1A1 block	L3MBTL1 block	Luc counter
Cc1cc(C)n(-c2ccc(-n3ccnc3)nn2)n1	-9%	7%	-3%	-4%	-5%	-7%	-2%	-6%
CCc1ccc(OCC(=O)OC2CCS(=O)(=O)C2)cc1 (stereo not given)	-6%	?	0%	-2%	-4%	-2%	-12%	-1%
Cc1nn(C)c(NC(=O)c2ccc([N+](=O)[O-])cc2)c1Cl	4%	nt	-5%	nt	i	nt	3%	nt
Cc1cc(C)cc(C(=O)N(CCc2ccccc2)C2=CC3CCC(C2)N3C)c1 (stereo not given)	-4%	-1%[46 µM]	3%	-10%	-15%	8%	nt	-1%
COc1ccc2c(CC(=O)OCC(=O)Nc3ccccc3[N+](=O)[O-])coc2c1	?	0%	-3%	-39%	-1%	?	?	-1%
Cc1cc2c(cc1S(N)(=O)=O)S(=O)(=O)CCC2	nt	?	11%[25.5 µM]	-1%[20.6 µM]	-15%[25.9 µM]	-10%[20.9 µM]	7%	0%[17.1 µM]
Cc1n[nH]c(=S)n1/N=C/c1ccc(OCc2ccc(Cl)cc2)cc1	-9%	16%	-2%	-6%	-4%	0%	5%	-7%
COc1ccc(-c2noc(=O)[nH]2)cc1	3%	-7%	3%	-7%	-5%	12%	8%	0%
COc1ccccc1Nc1ncccc1C(=O)O	-12%	7%	-2%	-8%	-7%	9%	-2%	-2%
O=[N+]([O-])c1ccc2nc(-c3ccc(OC(F)F)cc3)cn2c1	?	nt	-1%	nt	i	5%	nt	-7%
CCN(CCCNC(=O)C1CCC(=O)N1C1CCCC1)c1cccc(C)c1 (stereo not given)	-13%	6%[0.0737 µM]	-2%	3%	-9%	5%	-3%	5%
CCN(C(=O)CSc1nncs1)c1c(N)n(Cc2ccccc2)c(=O)[nH]c1=O	-6%	3%	2%	-8%	0%	-2%	5%	1%
COCCCNC(=S)Nc1ccc(N2CCCCC2)cc1	-12%	nt	-3%	16%	-4%	-12%	-1%	-1%
O=C(c1ccc2c(c1)[nH]c(=S)n1c3ccccc3nc21)N1CCN(c2ncccn2)CC1	9%	13%	?	-19%	10%	-2%	35%[activator][11.4 µM]	-7%
O=C(O)CSCc1cnn(-c2ccccc2)c1-n1cccc1	?	?	?	-40%[inhibitor]	i	?	-4%	3%
Nc1ccc(S(=O)(=O)N2CCCC2)cc1	-5%	2%	3%	11%	-6%	-3%	nt	-1%
COc1ccc(-c2nnc3n2N=C(c2ccccc2)CS3)cc1OC	-7%	5%	-1%	20%	-13%	12%	nt	2%
CCOC(=O)C1C(=O)CC(C)(O)C(C(=O)OCC)C1/C=C/c1ccccc1 (stereo not given)	-10%	1%	?	17%	-7%	3%	nt	-8%
CCc1ccc(N/C(SCc2cccc(F)c2)=C(/C#N)C(=O)NCc2ccco2)cc1	-5%	15%[0.0737 µM]	-8%	-35%[inhibitor]	-14%	-6%	-7%	-2%
Cc1cc(C)c2c(-n3cccc3)c(C(=O)NNS(=O)(=O)c3ccccc3)sc2n1	-20%	12%	1%	-12%	-10%	4.5µM*	-11%	-3%
CSc1ccc(NC(=O)NCc2ccccc2)cc1	?	nt	-2%	nt	i	nt	-5%	nt
Cc1[nH]c2ccccc2c1SCC(=O)N1CCN(c2ccccc2)CC1	?	?	5%	-12%	-2%	0%	-12%	-2%
O=C(O)C1CCCN1S(=O)(=O)c1ccc2c(c1)CCC2 (stereo not given)	4%	11%	-5%	4%	-1%	1%	-3%	0%
COC(=O)CCC(=O)Nc1nccs1	-6%	nt	0%	nt	i	-2%	-1%	0%
CC(C(=O)NC1CCCC1)N(c1ccc(Oc2ccccc2)cc1)S(C)(=O)=O (stereo not given)	1%	?	-2%	-13%	i	7%	-11%[11.4 µM]	5%
CCOc1ccc(CNC(=O)C2CCCN(S(C)(=O)=O)C2)cc1OC (stereo not given)	-14%	-1%	4%	0%	12%	-1%	-2%	4%
CCCCn1c(-c2nn(C)cc2Cl)n[nH]c1=S	-8%	14%	-3%	17%	-1%	-1%	-9%	-1%
CNc1cc(OC)c(C(=O)N[C@@H]2CCN(Cc3ccccc3)[C@H]2C)cc1Cl	-17%	nt	?	nt	2%	1%	nt	-2%
O=C(Cn1c(=O)c2c(ncn2Cc2ccccc2)n(Cc2ccccc2)c1=O)N1CCc2ccccc21	-13%	0%	-2%	16%	-7%	9%	nt	1%
O=C1NC2(CCCCC2)N=C1c1ccc(Br)cc1	0%	1%	4%	6%	9%	-9%	nt	-3%
Cc1ccc(NC(=O)c2csc(-c3ccccc3)c2C)cc1	-14%	5%	-2%	-4%	-11%	8%	9%	-25%
Cn1c(=O)c2c(nc(N3CCCCCC3)n2CCSc2nc3ccccc3o2)n(C)c1=O	-6%	2%	4%	-12%	-10%	4.5µM*	nt	3%
